# Screening data as filed in PubChem.
# KCNH2 WT inh = blocks the wildtype human KCNH2 potassium channel | AID 720551 | 340,000 tested, 0.37% active | activity change, % at 1.84 µM | U2OS, BacMam KCNH2, thallium flux FluxOr; active compounds read low;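 active = maximum activity change below -70%; inconclusive = maximum activity change between -70% and -50%; inactive = maximum activity change above -50%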; also: % is scaled to controls: 0 for no effect and ±100 for the full control effect
#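 U2OS cells were transduced with wild-type KCNH2 virus (2.03 x 10^8 / mL) for 4 h at room temperature, then cultured overnight at 37 C. Thallium flux was read with FluxOr dye. Rate constants were normalized to DMSO controls.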
# Eya2 phos inh = blocks the phosphatase activity of human Eya2 | O00167 | AID 488837 | Potency, µM (series often up to 76.9 µM), for inactives: at the top dose activity, negative = inhibition, hits mostly inhibitors | recombinant Eya2, OMFP fluorescence dephosphorylation (OMFP is methylfluorescein phosphate) | 330,000 tested, 0.006% active; also: potency is read from the fitted curve at half-maximal effect; % is scaled to controls: 0 for no effect and ±100 for the full control effect
#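 Eya2 (0.2 uM) preincubated 10 min at ambient with compound, then OMFP substrate added at 50 uM; 10 min reaction in 50 mM HEPES pH 7.5, 50 mM NaCl, 5 uM MgCl2, 0.05% BSA, 1 mM DTT. Fluorescence read at Ex 485/Em 525 nm.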
# ASM inhibitor = human S-ASM enzyme inhibition | 340,000 tested, 0.006% active | placental ASM, HMU-PC fluorogenic substrate, 60 min | Potency, µM (titrated, usually from 57.5 µM), for inactives: at the highest dose activity change, negative = inhibition, hits mostly inhibitors; also: potency is read from the fitted curve at half-maximal effect
#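 Fluorescence read-out (Ex 386 nm, Em 447 nm) after stopping the reaction at pH 10. Enzyme: ASM from human placenta; substrate HMU-PC0, 9 uM final; 60 min, 37 °C. Compound preincubation 10 min, ambient temperature.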
# BCR signal inh = chronic active BCR signaling inhibition. ABC-DLBCL IkBa-CBG/CBR reporter, luminescence ratio, 4 h. Potency, µM (titrated, usually from 46.1 µM), for inactives: top-dose ratio change, negative = lower green/red ratio, usual class: inhibitors. 340,000 tested, 0.05% active. AID 493014; active = well fitted inhibition curve with a large enough effect in the signal ratio, with a control signal flat, not every such curve was filed as active; inconclusive = small, poorly fitted or top-dose-only effect, or effect the other way, or a change in a side signal; the % refers to the signal ratio;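 also: potency is read from the fitted curve at half-maximal effect; plate controls were basal doxycycline-induced cells for no effect and cells given 10 µM MG132 for full effect; MG132 reads +100%, hits lower the ratio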
#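 Compounds up to 46 uM were incubated four hours with TMD8 cells whose green CBG68 luciferase is fused to IkappaBalpha; red CBR luminescence normalised the signal, and concentration-effect curves were fitted to fusion, red and ratio data.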
# GALK inh = inhibitors of human galactokinase | P51570 | Purified GALK, Kinase-Glo residual ATP luminescence | Potency, µM (highest dose often 57.5 µM), for inactives: at the highest dose activity change, negative = inhibition, most hits filed as inhibitors | 270,000 tested, 0.007% active | AID 1868; also: potency is read from the fitted curve at half-maximal effect; % is scaled to controls: 0 for no effect and ±100 for the full control effect
#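 Human GALK (5 nM) with 35 uM ATP and 100 uM galactose in 20 mM HEPES pH 8.0, 5 mM MgCl2, 60 mM NaCl, 1 mM DTT, 0.01% BSA. After 1 h at room temperature, leftover ATP was read by Kinase-Glo Plus luminescence.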
# Menin-MLL TR inh = inhibitors of human menin-MLL interaction, mutant MLL peptide; AID 1768; Menin + Texas Red MLL mutant peptide, fluorescence polarization; 270,000 tested, 0.23% active; Potency, µM (doses to about 61.6 µM), for the others: top-dose FP activity change, negative = inhibition, usual class: inhibitors; O00255; active = well fitted inhibition curve with a large enough effect in the polarisation, with a control signal flat, not every such curve was filed as active; inconclusive = small, poorly fitted or top-dose-only effect, or effect the other way, or a change in a side signal; inactive = no such curve, though single readings can be large or run the other way; the % refers to the polarisation; also: potency is read from the fitted curve at half-maximal effect; % of control where 0% means no effect; many of its hits are not listed in these tables
# USP2a block = inhibitors of human ubiquitin-specific protease USP2a; Potency, µM (highest dose often 38.3 µM), inactives show at the highest dose activity change, negative = inhibition, hits mostly inhibitors; 330,000 tested, 0.01% active; USP2 core, Ub-CHOP2 coupled fluorogenic reporter, 485/531; O75604;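 also: potency is read from the fitted curve at half-maximal effect; plate controls were DMSO wells for no effect and full inhibition by NEM control for full effect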
# Target sequence (O75604 whole entry, looked up): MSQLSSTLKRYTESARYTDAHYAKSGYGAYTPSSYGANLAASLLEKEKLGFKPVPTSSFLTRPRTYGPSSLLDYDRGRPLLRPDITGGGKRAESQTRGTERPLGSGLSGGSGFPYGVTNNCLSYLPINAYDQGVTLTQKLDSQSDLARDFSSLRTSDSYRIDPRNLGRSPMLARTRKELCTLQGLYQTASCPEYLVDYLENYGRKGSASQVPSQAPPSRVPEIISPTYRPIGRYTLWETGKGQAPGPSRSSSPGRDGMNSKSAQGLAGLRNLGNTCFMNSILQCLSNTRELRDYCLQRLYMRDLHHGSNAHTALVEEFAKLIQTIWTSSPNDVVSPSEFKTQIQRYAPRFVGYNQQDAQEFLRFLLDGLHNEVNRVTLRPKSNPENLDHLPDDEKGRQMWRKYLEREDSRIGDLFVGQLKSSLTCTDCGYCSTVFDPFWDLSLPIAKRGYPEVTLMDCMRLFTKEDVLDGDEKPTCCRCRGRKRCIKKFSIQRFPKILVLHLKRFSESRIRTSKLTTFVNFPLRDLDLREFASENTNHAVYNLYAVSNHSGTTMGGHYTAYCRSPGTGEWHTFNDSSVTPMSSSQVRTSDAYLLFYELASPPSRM
#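 Cell-free coupled assay: 10nM USP2 core preincubated 30min RT with compound in Tris-HCl pH 8.0/CaCl2/CHAPS buffer, then 25nM Ub-CHOP2 and 25nM reporter substrate; fluorescence (Ex 485/Em 531) read after 60min RT, normalized to NEM inhibition, concentration-response curves fitted.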
# TSHR antagonist = human thyrotropin receptor antagonism; 330,000 tested, 0.2% active; TSHR-expressing cells, TSH-stimulated cAMP HTRF, 2 h; active compounds read low; P16473; activity change, negative = inhibition, % at 11.5 µM;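 active = activity change below a set negative limit, meaning inhibition stronger than a set level, cut at about -70% in these data; inconclusive = activity change between two set negative limits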; also: % is scaled to controls: 0 for no effect and ±100 for the full control effect
#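 Competitive HTRF cAMP read-out (cryptate anti-cAMP antibody, cAMP-d2; 30 min, room temperature) in freshly harvested TSHR cells. Compounds added before TSH at EC80 (4nM final), followed by 2 hours' incubation at 37 deg C.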
# Mito fusion yeast = mitochondrial division inhibition or fusion activation; S. cerevisiae fusion-defective mutant growth rescue, CellTiterGlo 48 h; Potency, µM (top dose mostly 46.1 µM), inactives show at the highest dose growth rescue (activation), most hits filed as activators; 320,000 tested, 0.23% active; AID 485298;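 also: potency is read from the fitted curve at half-maximal effect; % of control where 0% means no effect; nearly all actives have a fitted effect of over 45% in size; temperature-sensitive fusion mutants such as fzo1-1 at 37 °C on non-fermentable ethanol glycerol medium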
#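 Growth-rescue viability read-out: after 48 h at the non-permissive 37C in glycerol/ethanol YPEG, yeast mitochondrial fusion mutants are measured by CellTiterGlo luminescence; compounds (23 nl pinned per well) restoring growth score as division inhibitors or fusion activators.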
# MBNL1 CUG block = blocks human MBNL1 binding to CUG repeat RNA; Q9NR56; TR-FRET MBNL1-His/biotin-(CUG)12 binding, 665/545 ratio; Potency, µM (series often up to 57.5 µM), for the others: at the highest dose activity change, negative = inhibition, usual class: inhibitors; 280,000 tested, 0.036% active; AID 2675; active = well fitted inhibition curve with a large enough effect in the signal ratio, with a control signal flat, not every such curve was filed as active; inconclusive = small, poorly fitted or top-dose-only effect, or effect the other way, or a change in a side signal; inactive = no such curve, though single readings can be large or run the other way; the % refers to the signal ratio; also: potency is read from the fitted curve at half-maximal effect; % is scaled to controls: 0 for no effect and ±100 for the full control effect
#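 TR-FRET readout: Ex 340 nm, 665/545 nm emission ratio, normalized to buffer-only (basal) and MBNL1-(CUG)12 controls. Complex of MBNL1-His with Biotin-(CUG)12, compounds 92 nM–58 uM, incubated 60 min at room temperature.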
# PKM2 act = activators of human pyruvate kinase M2; P14618; purified PKM2, Kinase-Glo ATP luminescence, activation; response scale: 0% is enzyme alone, no compound; Potency, µM (series often up to 57.5 µM), for the others: top-dose activation, most hits filed as activators; 260,000 tested, 0.34% active; also: potency is read from the fitted curve at half-maximal effect; % is scaled to controls: 0 for no effect and ±100 for the full control effect; nearly all actives have a fitted effect of over 55% in size
# Target sequence (P14618 whole entry, looked up): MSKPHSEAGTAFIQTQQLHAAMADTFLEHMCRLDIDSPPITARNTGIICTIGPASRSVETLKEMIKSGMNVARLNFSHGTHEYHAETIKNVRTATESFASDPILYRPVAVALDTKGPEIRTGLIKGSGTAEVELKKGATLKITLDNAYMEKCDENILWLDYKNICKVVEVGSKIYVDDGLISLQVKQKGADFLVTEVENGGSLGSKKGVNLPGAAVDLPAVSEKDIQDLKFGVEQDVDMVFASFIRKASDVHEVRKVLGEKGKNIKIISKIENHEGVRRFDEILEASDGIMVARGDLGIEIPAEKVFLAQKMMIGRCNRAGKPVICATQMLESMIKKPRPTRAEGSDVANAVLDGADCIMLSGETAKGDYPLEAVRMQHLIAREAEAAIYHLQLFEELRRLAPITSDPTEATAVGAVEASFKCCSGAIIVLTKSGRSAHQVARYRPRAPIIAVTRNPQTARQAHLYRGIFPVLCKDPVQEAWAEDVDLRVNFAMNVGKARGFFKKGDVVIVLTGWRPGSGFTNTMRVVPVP
#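 Kinase-Glo luminescence reports ATP generated from ADP (0.1 mM) and PEP (0.5 mM) by purified hPK-M2 after 1 h at room temperature, pH 7.2 imidazole buffer; intermediate enzyme activity allows detecting inhibitors and activators.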
# Numbers without * were called inactive; ? = inconclusive; . = not tested or not shown; [ ] = another dose, or the depositor's remark. Unless noted, calls follow the shape of the dose curve; as a rule, active = well fitted curve in the direction sought with a large enough effect; inconclusive = small, poorly fitted or top-dose-only effect, or another doubt; inactive = no such curve, though single readings can be large; an effect the other way counts as inactive or inconclusive. The list is partial; count on the stated rates, not on these rows.
SMILES	KCNH2 WT inh	Eya2 phos inh	ASM inhibitor	BCR signal inh	GALK inh	Menin-MLL TR inh	USP2a block	TSHR antagonist	Mito fusion yeast	MBNL1 CUG block	PKM2 act
CCc1nc(NCC2CCCO2)c(C#N)c2c1COC(C)(C)C2 (stereo unspecified)	2	-17%	12%	?	-3%	-15%	3%	-4	11%	-6%	-2%
CCCn1c2c(c(O)c(C(=O)Nc3nc(C)cs3)c1=O)CCCC2	.	4%	.	4%	6%	1%	7%	0	-1%	-3%	15%
COc1ccc(CNCc2ccc(C(F)(F)F)cc2)cc1OC	-1	5%	-2%	6%	0%	-7%	2%	-3	-4%	-2%	0%
C=CCNC(=O)N1CCC(n2nccc2NC(=O)CCc2ccccc2)CC1	-8	4%	1%	-4%	5%	6%	2%	13	-12%	-8%	0%
COc1ccc(Br)cc1CN1CCN(S(=O)(=O)Cc2ccccc2)CC1	-5	5%	4%	2%	-4%	.	-1%	-25	0%	-1%	0%
Cc1ccnc(NS(=O)(=O)c2ccc(NC(=O)C3CCCO3)cc2)n1 (stereo unspecified)	-2	-16%	0%	-1%	-1%	8%	2%	0	-3%	-5%	1%
Cn1nc(C(=O)OCC(=O)c2ccc(Br)cc2)c2ccccc2c1=O	11	15%	-8%	8%	.	.	1%	-2	5%	.	.
Cc1ccc(S(=O)(=O)NCCc2cccs2)cc1	-4	-3%	-2%	4%	4%	.	-2%	3	3%	.	1%

# The final 2 compounds of the part above are carried over, then new ones follow.
SMILES	KCNH2 WT inh	Eya2 phos inh	ASM inhibitor	BCR signal inh	GALK inh	Menin-MLL TR inh	USP2a block	TSHR antagonist	Mito fusion yeast	MBNL1 CUG block	PKM2 act
Cn1nc(C(=O)OCC(=O)c2ccc(Br)cc2)c2ccccc2c1=O	11	15%	-8%	8%	.	.	1%	-2	5%	.	.
Cc1ccc(S(=O)(=O)NCCc2cccs2)cc1	-4	-3%	-2%	4%	4%	.	-2%	3	3%	.	1%
CS(=O)(=O)N1CCC(C(=O)N2CCN(c3cccc(Cl)c3)CC2)CC1	-3	2%	-3%	-11%	0%	-1%	2%	-1	1%	1%	-4%
CCc1ccc(OCCNc2cc(N3CCNC(C)C3)ccc2[N+](=O)[O-])cc1 (stereo unspecified)	-2	?	?	?	.	.	-2%	-15	-19%	.	.
Cc1ccccc1-n1c(-c2ccc(Cl)cc2)cnc1SCC(=O)NC1CCS(=O)(=O)C1 (stereo unspecified)	-5	-4%	-8%	-17%	-4%	-14%	2%	-5	-8%	-15%	9%
Cc1nnc(NC(=O)CSc2ccc(-c3cccnc3)nn2)s1	9	2%	5%	3%	0%	-5%	2%	15	7%	-18%	2.8µM*
Cc1nc(-c2ccncc2)nc(NCCNc2ccc(C(F)(F)F)cn2)c1Cl	-2	9%	8%	14%	4%	.	-1%	-6	0%	-6%	-3%
Cc1ccc(NC(=O)CCN2CCN(C)CC2)cc1	4	-5%	0%	0%	6%	1%	0%	17	-2%	-1%	-9%[11.5 µM]
O=C1CCCN1CCCNC(=S)Nc1cccc2ccccc12	-8	-6%	2%	0%	8%	-1%	2%	-1	2%	16%	0%
CCCCCc1cc(O)c2c(C)cc(=O)oc2c1	1	-2%	-2%	?	0%	4%	3%	-46	14%	12%	10%

# Printed as active in PKM2 act, among the entries above:
smiles,Eya2 phos inh,ASM inhibitor,GALK inh,Menin-MLL TR inh,TSHR antagonist,PKM2 act
Cc1nnc(NC(=O)CSc2ccc(-c3cccnc3)nn2)s1,2%,5%,0%,-5%,15,2.8µM*

# (more compounds)
SMILES	KCNH2 WT inh	Eya2 phos inh	ASM inhibitor	BCR signal inh	GALK inh	Menin-MLL TR inh	USP2a block	TSHR antagonist	Mito fusion yeast	MBNL1 CUG block	PKM2 act
CC(Oc1ccccc1)C(=O)NC1CCCCCCC1 (stereo unspecified)	-4	-1%	-5%	3%	-2%	.	2%	-18	-2%	-7%	9%
Cc1csc(NC(=O)CSc2nnc(NC(=O)COc3ccccc3)s2)n1	-2	4%	0%	2%	-3%	40µM*	-5%	-5	-6%	.	-2%
O=C(NCc1cccnc1)C1CC(=O)N(CCc2ccccc2)C1 (stereo unspecified)	15	4%	-1%	-1%	3%	5%	0%	-13	-1%	-13%	-1%
CC(=O)Nc1cccc(N)c1	-5	3%	19%	1%	.	.	1%	10	6%	.	.
O=C(N/N=C\c1ccccn1)c1ccccc1O	-1	1%	3%	?	2%	-10%	-1%	5	-8%	20%	-10%
CCOc1ccc(CCNC(=O)COC(=O)COc2ccc(C(C)=O)cc2)cc1OCC	7	-7%	5%	-4%	.	.	-1%	-5	5%	.	.
Cc1ccccc1S(=O)(=O)Oc1cccc2c(O)cccc12	-16	-4%	-5%	-9%	0%	?	1%	-8	7%	7%	0%
CCC(C)NC(=O)c1cccc(C)c1 (stereo unspecified)	5	14%	0%	-29%	6%	.	0%	-5	3%	.	1%

# Next structures follow:
SMILES	KCNH2 WT inh	Eya2 phos inh	ASM inhibitor	BCR signal inh	GALK inh	Menin-MLL TR inh	USP2a block	TSHR antagonist	Mito fusion yeast	MBNL1 CUG block	PKM2 act
Cn1c(=O)c2c(nc(Cl)n2Cc2ccncc2)n(C)c1=O	1	-7%	3%	1%	5%	8%	1%	9	1%	2%	12%
Cc1ccc(OCCNC(=O)c2cc(C(=O)NCCOc3ccc(C)cc3)cc([N+](=O)[O-])c2)cc1	-13	2%	-10%	-3%	.	-2%	-2%	-13	4%	?	5%
CCO[C@H]1OC(C(=O)N2CCN(C)CC2)=C[C@@H](C(C)(C)C)[C@@H]1CCCO	.	4%	-2%	-3%	-1%	-8%	-5%	-3	0%	6%	-3%
COc1ccc(N2CCN(C(=O)CCS(=O)(=O)c3cccc4nsnc34)CC2)cc1	-3	1%	.	9%	0%	-6%	1%	8	-1%	?	-2%
CCCN(CC(=O)Nc1ccccc1OC)C(=O)c1ccccn1	12	-3%	0%	2%	.	.	0%	6	.	.	.
Cc1cccc(OCCCC(=O)Nc2ccc(Br)cc2)c1	1	-20%	-4%	2%	3%	0%	0%	-2	4%	1%	-4%
CN(CCCCCCCCC(=O)/C=N/O)Cc1ccccc1	3	-5%	3%	9%	2%	-2%	0%	12	-4%	-8%	1%
CCCCc1nnc(NC(=O)COc2ccc3c(C)cc(=O)oc3c2)s1	.	3%	.	2%	-2%	.	2%	10	2%	.	3%

# Next records.
SMILES	KCNH2 WT inh	Eya2 phos inh	ASM inhibitor	BCR signal inh	GALK inh	Menin-MLL TR inh	USP2a block	TSHR antagonist	Mito fusion yeast	MBNL1 CUG block	PKM2 act
CC(=O)c1cccc(Nc2cc(C)nc3c(C)cccc23)c1	1	-15%	0%	?	1%	.	-1%	5	7%	-7%	14%
CC12CCC(C(=O)N/N=C/c3ccc(O)cc3)(OC1=O)C2(C)C (stereo unspecified)	9	10%	10%	1%	-2%	.	2%	-2	-3%	0%	3%
CCOc1ccc(CCNC(=O)CSc2nc3ncc(Cl)cc3[nH]2)cc1OCC	3	2%	-4%	-5%	6%	.	1%	1	-2%	6%	-6%
Cc1ccc(C2=N/C(=C\c3c(C)nn(-c4ccccc4)c3N3CCCC3)C(=O)O2)cc1	.	6%	-2%	1%	3%	-17%	?	0	-7%	9%	-1%
O=C(NCCNC(=O)C(c1ccccc1)c1ccccc1)c1ccco1	-17	5%	3%	2%	-1%	6%	-1%	17	2%	-1%	-5%
N#CC1=C(N)SC(N)=C(C#N)C1c1ccc(C(F)(F)F)cc1	.	9%	.	7%	2%	0%	1%	5	0%	?	-12%
O=C(CCCn1c(=S)[nH]c2cc3c(cc2c1=O)OCO3)NCc1cccc(Cl)c1	1	6%	-1%	0%	6%	.	1%	-3	-2%	128%[activator]	.
